bIAP act: bovine intestinal alkaline phosphatase activators, primary screen, biochemical, bovine IAP, CDP-star luminescence | purified bovine IAP, 30 min; hits give high values; fold of DMSO-control signal, blank-subtracted | actives 0.17% (n = 200,000) | activation factor at 20 µM;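 active = activation factor of 2 or more at 20 µM, a signal rise over negative controls twice the positive control's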
Diaph inh CS: diaphorase inhibitors and chemical oxidizers, primary screen, counter-screen for diaphorase-coupled primary assays, biochemical, uHTS, resorufin fluorescence; diaphorase resazurin-to-resorufin fluorescence, NADH, 16 min; bacterial (C. kluyveri) enzyme, not human; inhibition, % at 20 µM; actives 0.69% (n = 190,000);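 active = primary screen inhibition at 20 µM above a set limit, cut at about 50% in these data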;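 note: plate controls were DMSO with full reaction for no effect and wells lacking NADH for full effect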
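Detection: fluorescence of resorufin formed from resazurin, Ex 544/Em 590 nm; test system: Clostridium kluyveri diaphorase enzyme; amount: 0.14 U/mL diaphorase, enzyme working solution; times: 16-min room-temperature incubation before reading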
bIAP inhibitor: bovine intestinal alkaline phosphatase inhibitors, primary screen, selectivity assay for TNAP inhibitor project, biochemical, bovine IAP, CDP-star luminescence; purified bovine IAP, 30 min; 190,000 tested, under 10 active; inhibition, % at 20 µM;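 active = over 50% inhibition of intestinal alkaline phosphatase at 20 µM in the single-dose screen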
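System: purified bovine intestinal alkaline phosphatase (IAP) enzyme; Input: IAP diluted 1/65,000,000 in the well; Measured by: CDP-star luminescence signal; Compound dosing: 20 µM single dose; Incubation: 30 min reaction at room temperature.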
PMI act satM6P: human PMI activators, high substrate, primary screen, biochemical, fluorescence intensity, near-saturating mannose 6-phosphate | Mannose-6-phosphate isomerase (Homo sapiens), P34949 | coupled PMI enzyme assay, resazurin fluorescence, 20 min; hits give high values; 1 = untreated enzyme, 0 = substrate-free blank | activation factor at 20 µM | actives 0.34% (n = 190,000);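 active = activation factor of 2 or more at 20 µM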
Target sequence (P34949 whole entry, looked up): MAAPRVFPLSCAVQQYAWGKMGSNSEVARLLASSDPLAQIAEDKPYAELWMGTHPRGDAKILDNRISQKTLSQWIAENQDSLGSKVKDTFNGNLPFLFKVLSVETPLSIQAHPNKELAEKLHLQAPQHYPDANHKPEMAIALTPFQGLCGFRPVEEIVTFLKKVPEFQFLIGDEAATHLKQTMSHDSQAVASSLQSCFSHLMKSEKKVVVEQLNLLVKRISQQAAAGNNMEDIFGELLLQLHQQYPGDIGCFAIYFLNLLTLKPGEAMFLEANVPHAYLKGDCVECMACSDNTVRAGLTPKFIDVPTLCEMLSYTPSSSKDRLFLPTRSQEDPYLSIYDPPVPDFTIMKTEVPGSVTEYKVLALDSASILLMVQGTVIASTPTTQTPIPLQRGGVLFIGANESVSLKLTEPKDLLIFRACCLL
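Material: human phosphomannose isomerase with PGI, G6PDH, diaphorase coupling enzymes; amount: PMI at 15 ng/mL final; also added: Mannose-6-phosphate 1.0 mM (near-saturating) plus 0.22 mM NADP+; incubation: enzyme reaction with compound 20 min at room temperature; signal: resorufin fluorescence (Ex 544/Em 590 nm) from resazurin via diaphorase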
PMI activator: activators of human PMI, primary screen, biochemical, fluorescence intensity, near-Km mannose 6-phosphate; Mannose-6-phosphate isomerase (Homo sapiens), P34949; purified human PMI, coupled resazurin fluorescence, 20 min; hits give high values; 1 = vehicle control, 0 substrate-free wells; activation factor at 20 µM; actives 0.005% (n = 190,000); AID 1214, 2008;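 active = activation factor of 2 or more at 20 µM, relative to plate controls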
TNAP act hi DEA: TNAP activators at high phosphate acceptor level, primary screen, biochemical, luminescence, uHTS | 200,000 tested, under 10 active | purified TNAP, CDP-star luminescence, 1 M DEA, 30 min; hits give high values; 0 = EDTA background, 1 = DMSO-only activity | Alkaline phosphatase, tissue-nonspecific isozyme (Homo sapiens), P05186 | activation factor at 20 µM;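 active = activation factor at least 2 at 20 µM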
Target sequence (P05186 whole entry, looked up): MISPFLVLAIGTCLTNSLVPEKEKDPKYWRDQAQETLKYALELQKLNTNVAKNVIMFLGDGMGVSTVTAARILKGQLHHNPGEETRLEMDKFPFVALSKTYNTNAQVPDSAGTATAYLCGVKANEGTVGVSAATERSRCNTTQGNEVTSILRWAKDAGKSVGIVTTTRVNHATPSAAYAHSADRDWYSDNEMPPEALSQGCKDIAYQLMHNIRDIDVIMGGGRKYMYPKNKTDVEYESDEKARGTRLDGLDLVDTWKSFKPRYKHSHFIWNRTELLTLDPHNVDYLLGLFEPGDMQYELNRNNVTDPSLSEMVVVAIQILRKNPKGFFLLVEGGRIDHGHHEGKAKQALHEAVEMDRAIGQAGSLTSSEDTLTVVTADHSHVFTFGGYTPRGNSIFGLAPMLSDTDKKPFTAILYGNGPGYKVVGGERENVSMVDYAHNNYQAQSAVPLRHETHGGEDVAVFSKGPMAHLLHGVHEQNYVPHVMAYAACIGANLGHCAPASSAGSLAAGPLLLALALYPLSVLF
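system = human TNAP | amount = enzyme diluted 1/800 final | reagent = 100 µM CDP-star substrate | signal = luminescent substrate turnover signal | dosing = one dose, 20 µM | benchmarks = EDTA negative control, DMSO positive control | measure = activation factor | timing = 30 min reaction, room temperature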
TNAP inh noacc: human TNAP enzyme inhibitors, primary screen, biochemical, luminescent, no phosphate acceptor, uHTS. actives 0.26% (n = 200,000). inhibition, % at 20 µM. Alkaline phosphatase, tissue-nonspecific isozyme (Homo sapiens), P05186. AID 1012, 2008. purified TNAP, CDP-star luminescence, 30 min;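 active = tissue-nonspecific alkaline phosphatase inhibition above about 50% at 20 µM in the single-dose screen, limit read from the data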;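 note: 0% = DMSO negative control and 100% = EDTA positive control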
Diaph act CS: compounds boosting diaphorase resazurin reduction – biochemical, uHTS, resorufin fluorescence, counter-screen for diaphorase-coupled primary assays, primary screen; Diaphorase/resazurin coupled assay, 16 min; hits give high values; 1 = vehicle wells, 0 = NADH-free wells; activation factor at 20 µM; actives 0.005% (n = 190,000); AID 1229, 2008;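 active = diaphorase activity raised at least twofold by the compound at 20 µM; inactive = activation factor below 2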
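Assay system: Purified diaphorase enzyme from Clostridium kluyveri | Amount: Enzyme 0.07 U/mL final | Dosing: Compound 20 µM once, DMSO 1% | Timing: 16 min reaction at room temperature | Detection: Fluorescence, excitation 544 nm and emission 590 nm | Evaluation: Higher resorufin formation from activation or reduction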
TNAP inh hiacc: human TNAP enzyme inhibitors, primary screen, biochemical, luminescent, high phosphate acceptor level, uHTS. Alkaline phosphatase, tissue-nonspecific isozyme (Homo sapiens), P05186. purified TNAP, CDP-star luminescence, 1 M DEA. inhibition, % at 20 µM. actives 0.03% (n = 200,000). AID 1135, 2008;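 active = over 50% inhibition of tissue-nonspecific alkaline phosphatase at 20 µM in the single-dose screen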;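 note: plate controls were DMSO wells for no effect and EDTA-quenched wells as full inhibition for full effect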
L major viab: Leishmania major promastigote growth inhibition, primary screen; Leishmania major promastigotes, resazurin fluorescence viability; inhibition, % at 10 µM; actives 9% (n = 200,000); AID 1063, 2008; in the data active = inhibition above about 50%;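 note: promastigotes grown with compound for 44 hours at 28 °C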
* marks the source's active call; other numbers are inactive results; · = not tested or not shown. No enrichment for hits; any-hit rate near 10%.

SMILES	bIAP act	Diaph inh CS	bIAP inhibitor	PMI act satM6P	PMI activator	TNAP act hi DEA	TNAP inh noacc	Diaph act CS	TNAP inh hiacc	L major viab
N#CCCN(Cc1cccnc1)C(=O)c1ccc(S(=O)(=O)N2CCOCC2)cc1	1	20	-1	0.9	1	1.1	-13	0.8	-5	-6
Cc1nnc(SCC(=O)Nc2cc(C(F)(F)F)ccc2N2CCOCC2)o1	1	9	4	1	0.9	1	-16	0.9	-3	-4
Cc1ccc(Sc2ncccc2/C=N/O)cc1	1.2	2	-16	0.9	0.9	1	-10	1	0	15
CCCn1c(SCC(=O)Nc2cccc(C)n2)nnc1C(C)C	1	-2	1	1	1	1	-8	1	-4	-6
CC(C)NC(=O)/C(C#N)=C/c1ccc2c(c1)OCCO2	1.1	20	-9	1	1	1	-11	0.8	2	15
CC[n+]1c(-c2ccc(C)cc2)csc1Nc1c(C)n(C)n(-c2ccccc2)c1=O	0.9	6	9	1.1	1	1	-4	0.9	-1	3
Cc1ccc(/C=C/C(=O)Nc2nc3ccccc3[nH]2)cc1	0.9	0	6	1.1	1	1	-55	1	-4	-2
COc1ccc(NC(=O)c2cc(-c3ccccc3Cl)no2)cc1	1	16	1	1	1	1	1	0.8	-4	-4
COC(=O)Cc1nnc(NC(=O)C(C)C)s1	1	7	2	1	0.9	1	-8	0.9	-2	-2
O=C(NCCCN1CCN(CCCNC(=O)c2ccc(F)cc2)CC1)c1ccc(F)cc1	1.1	-6	-9	1	1	1	-5	1.1	-3	-7
CCCc1[nH][nH]c(=O)c1C(c1ccc(Cl)cc1)C(C#N)C#N (stereo unspecified)	1	12	-5	0.9	1	1	-3	0.9	1	34
CN(C)c1cc[n+](CC(=O)N2CCCc3ccccc32)cc1	1.2	6	-16	1	1	1	-4	0.9	-4	0
O=C(Nc1ccc(-c2nc3ccccc3s2)c(OC(=O)c2ccccc2)c1)c1ccccc1	1.1	15	-5	1	0.9	1	-10	0.9	3	34
COC(=O)c1cc(C)sc1NC(=O)C1C2C=CC(CC2)C1C(=O)O (stereo unspecified)	1	7	1	1	0.9	1.1	-4	0.9	-5	-7
Cn1nnc2cc(NC(=O)NCc3ccc4c(c3)OCO4)ccc21	1	9	4	0.9	0.9	1	-6	0.9	-4	-1
CN1C(=O)c2ccc(NC(=O)c3ccc(N4CCCCC4)c([N+](=O)[O-])c3)cc2C1=O	0.9	-12	9	1.2	1.1	0.9	6	1.1	11	4
Nc1ccc(-n2cnc3cc([N+](=O)[O-])ccc32)cc1	0.9	34	12	0.7	0.5	1	-7	0.7	0	2
Oc1cccc(C(Nc2nccs2)c2ccc3cccnc3c2O)c1 (stereo unspecified)	1.5	36	-52	0.4	0.8	1.1	-99	0.6	-6	100*
NS(=O)(=O)c1ccc(NCC2COc3ccccc3O2)c([N+](=O)[O-])c1 (stereo unspecified)	0.9	11	14	0.9	0.9	0.9	6	0.9	8	-1
CCCCOc1ccc(Nc2nc(C)cc(C)c2C#N)cc1	1	9	2	0.9	0.9	1	-4	0.9	0	-1
CSc1ccc(C#N)cc1NC(=O)c1ccc(Cl)cc1	0.9	-2	10	1	1	1	-7	1	0	-2
CCOC(=O)c1ccc(N2CN=C3SCC(=O)N3C2)cc1	1	4	2	1	1	1	-13	1	-5	-3
Cc1cc(C)n2[nH]c(=O)c(N=Nc3cccc(Cl)c3)c2n1	0.7	21	27	0.8	0.7	0.9	11	0.8	11	-4
Cc1sc(NC(=O)CCC(=O)O)c(C#N)c1C	1	8	1	1.2	1	1	-5	0.9	2	-6
O=C(OCc1cc(=O)n2c(n1)sc1ccccc12)c1ccc2c(=O)n3c(nc2c1)CCC3	1	13	4	1	1.1	1	-12	0.9	-5	·

Further structures:
SMILES	bIAP act	Diaph inh CS	bIAP inhibitor	PMI act satM6P	PMI activator	TNAP act hi DEA	TNAP inh noacc	Diaph act CS	TNAP inh hiacc	L major viab
Cc1ccc2c(c1)[nH]c1c(N3CCN(Cc4ccccc4)CC3)ncnc12	1.4	-9	-44	1.1	1.1	1	8	1.1	2	97*
O=C(NNS(=O)(=O)c1ccc2ccccc2c1)C1CCN(Cc2ccccc2)CC1	1	12	0	1	1	1	-6	0.9	-4	42
COc1ccc(NC(=O)N/C=C/c2ccc(Cl)cc2)cc1	1	-3	-3	1.5	1.5	1	-5	1	0	9
COC(=O)CCC(=O)NC(=S)Nc1ccc(S(=O)(=O)N2CCCC2)cc1	0.9	18	9	1	1	1	-12	0.8	0	-3
Cc1ccccc1OCC(=O)OCC(=O)c1ccc(OC(=O)c2ccccc2)cc1	0.9	22	11	1	1	1.1	-12	0.8	-5	-6
Cc1ccc(C2=NC(C(F)(F)F)(C(F)(F)F)c3c(n(-c4ccc(F)cc4)c(=O)[nH]c3=O)N2)cc1	1	13	2	1	1	1	-13	0.9	3	10
Cc1ccc(S(=O)(=O)N2CCN(C(=O)CN3CCOCC3)C2c2ccccc2)cc1 (stereo unspecified)	1	7	-3	1	1.1	1.1	-13	0.9	-8	-5
COc1ccc2c(c1OC)C(=O)N1c3cccc(Cl)c3C(=O)OC21 (stereo unspecified)	1	-5	-2	1	1.1	1	0	1	-4	0
CC(=O)c1ccccc1OCCOc1ncnc2sccc12	0.9	-1	6	1	1.1	1	-2	1	-4	4
CC(C)=CCCC1=CCC(/C=N/NC(N)=O)C(C)C1 (stereo unspecified)	0.9	16	9	1.4	1.3	1	-9	0.8	-3	25
CN(C)S(=O)(=O)c1ccc(C(=O)Nc2nnc(-c3ccco3)o2)cc1	0.9	0	6	1.2	1.2	1	-7	1	-3	-3
CCOC(=O)CSC1=C(C#N)C(=O)NC(c2ccc(OC)c(OC)c2)S1 (stereo unspecified)	1	13	1	1.1	1	1	-8	0.9	-1	-2
Cc1ccc(C(=O)Nc2cccc(C(=O)NCc3ccccc3)c2)cc1	0.9	18	7	0.9	0.8	1	-24	0.8	-1	52*
Cc1cc(C(=O)N(NC(=O)C(C)C)c2ccccc2)cs1	1	6	3	1.1	1	1.1	-11	0.9	-6	-2
CCN1CCN(c2nc(-c3ccccn3)nc3ccccc23)CC1	1.1	-25	-11	0.9	0.9	1	16	1.2	-1	17
COc1ccc(OC)c(C(c2nnnn2CCc2ccccc2)N2CCN(c3ccccc3)CC2)c1 (stereo unspecified)	1	27	-1	0.9	0.9	1.1	-12	0.7	-9	18
Cc1ccc(C(=O)c2cc3ccccc3o2)cc1	0.8	14	15	0.9	0.9	1	-7	0.9	-2	-2
COC(C)(C)[C@]12CC(O)(c3ccccc3)ON1[C@H]1CCCCC1N2O (stereo partly specified)	1	8	4	0.9	0.9	1	-8	0.9	-2	19
COc1cccc(C2Nc3ccccc3C(=O)N2O)c1O (stereo unspecified)	0.8	11	19	1.1	1.1	1	74*	0.9	1	-5
CC(C)C(NC(=O)c1ccc(Br)cc1)C(=O)NC1=NCCS1 (stereo unspecified)	1	-2	0	1	1.1	1	-4	1	-2	5
S=C1NCCOCCOCCOCCOCCNC(=S)NCCOCCOCCOCCOCCN1	0.9	12	6	1.1	1.1	1	-2	0.9	1	2
CC(=O)Nc1cccc(/C(C)=N/NC(=O)c2ccc(O)cc2)c1	0.9	10	5	1	1	1	-12	0.9	-4	-5
O=C(CN1C(=O)NC2(CCCC2)C1=O)N1CCc2ccccc2C1	1.1	9	-10	0.9	1	1	-2	0.9	2	-2
C=CCNC(=O)c1onc(CSc2ccc(F)cc2)c1C(=O)NCCOC	1	-2	3	1	1.1	1.1	2	1	-5	2
COC(=O)N1CCN(c2ccc(OC)cc2)CC1	0.9	-7	13	1	0.9	1.1	-10	1.1	-5	-6
COc1ccc(CCNc2ccc(C(=O)O)cc2[N+](=O)[O-])cc1OC	1	6	-3	1.1	1.1	0.8	-12	0.9	18	-6
Cc1ccccc1NC(=S)N(Cc1cccnc1)Cc1ccco1	1	5	-1	1.1	1	1	-15	0.9	0	97*

Gathered by group, the compounds so far with a thiophene ring, fused or not
SMILES	bIAP act	Diaph inh CS	bIAP inhibitor	PMI act satM6P	PMI activator	TNAP act hi DEA	TNAP inh noacc	Diaph act CS	TNAP inh hiacc	L major viab
COC(=O)c1cc(C)sc1NC(=O)C1C2C=CC(CC2)C1C(=O)O (stereo unspecified)	1	7	1	1	0.9	1.1	-4	0.9	-5	-7
Cc1sc(NC(=O)CCC(=O)O)c(C#N)c1C	1	8	1	1.2	1	1	-5	0.9	2	-6
CC(=O)c1ccccc1OCCOc1ncnc2sccc12	0.9	-1	6	1	1.1	1	-2	1	-4	4
Cc1cc(C(=O)N(NC(=O)C(C)C)c2ccccc2)cs1	1	6	3	1.1	1	1.1	-11	0.9	-6	-2

Whole records from above. Values in the order: bIAP act | Diaph inh CS | bIAP inhibitor | PMI act satM6P | PMI activator | TNAP act hi DEA | TNAP inh noacc | Diaph act CS | TNAP inh hiacc | L major viab
`COC(=O)CCC(=O)NC(=S)Nc1ccc(S(=O)(=O)N2CCCC2)cc1` reads 0.9 | 18 | 9 | 1 | 1 | 1 | -12 | 0.8 | 0 | -3
`Cc1ccccc1NC(=S)N(Cc1cccnc1)Cc1ccco1` reads 1 | 5 | -1 | 1.1 | 1 | 1 | -15 | 0.9 | 0 | 97*
`S=C1NCCOCCOCCOCCOCCNC(=S)NCCOCCOCCOCCOCCN1` reads 0.9 | 12 | 6 | 1.1 | 1.1 | 1 | -2 | 0.9 | 1 | 2
`O=C(CN1C(=O)NC2(CCCC2)C1=O)N1CCc2ccccc2C1` reads 1.1 | 9 | -10 | 0.9 | 1 | 1 | -2 | 0.9 | 2 | -2
